Tb MetRS inh – blocks T. brucei methionyl-tRNA synthetase activity | inhibition, % at 11.9 µM | purified T. brucei MetRS, ATP depletion, Kinase-Glo luminescence | 360,000 tested, 0.4% active;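 active = inhibition above a per-plate cutoff of the control wells' mean inhibition plus 3 SD, cut at about 5.5% in these data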;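 note: 0% = DMSO wells median and 100% = median of wells with control inhibitor compound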
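Material – parasite MetRS enzyme · Medium – HEPES-MgCl2-KCl buffer plus DTT, spermine, BSA, pyrophosphatase · Reagent – ATP, methionine and E. coli bulk tRNA substrates · Times – 15 min enzyme-compound preincubation, 2 h reaction, 10 min detection, 25 °C · Measured by – luminescence of leftover ATP · Evaluation – percent inhibition relative to median high and low control wells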
MsrA inhibitor – inhibits bovine methionine sulfoxide reductase A; purified bovine MsrA, absorbance read-out; inhibition, % at 15.5 µM; 360,000 tested, 0.75% active; AID 651718; in the data active = inhibition above about 4.5%;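 note: 0% = vehicle wells with enzyme and 100% = reference inhibitor wells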
bovine MsrA act – activates bovine MsrA enzyme; 360,000 tested, 0.3% active; purified bovine MsrA, absorbance read-out; activation, % at 10.6 µM; in the data active = activation above about 7.5%;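 note: 0% = vehicle and 100% = reference activator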
Scp1 inh – inhibitors of human Scp-1 phosphatase; 340,000 tested, 0.88% active; Recombinant Scp1, phosphopeptide, malachite green phosphate absorbance; inhibition, % at 20 µM;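 active = inhibition above about 50% at 20 µM, limit read from the data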;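 note: plate controls were DMSO wells with enzyme for no effect and wells lacking enzyme for full effect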
Target sequence (Q9GZU7 76-261 limits assumed): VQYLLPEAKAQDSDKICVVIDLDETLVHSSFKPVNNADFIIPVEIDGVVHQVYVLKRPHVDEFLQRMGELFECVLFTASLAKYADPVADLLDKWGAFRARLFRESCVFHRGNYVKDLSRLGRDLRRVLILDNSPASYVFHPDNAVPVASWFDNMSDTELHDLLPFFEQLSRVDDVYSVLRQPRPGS
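Incubation: 45 min enzyme reaction at room temperature / System: truncated SCP-1 phosphatase (76-261aa) / Reagent: Phospho 17-mer peptide substrate / Buffer or medium: Acidic Tris acetate buffer with magnesium and detergent / Signal: absorbance at 630 nm / Doses: one concentration, 20 µM, with 1.0% DMSO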
DNMT1 inh – DNMT1 (human) enzyme inhibition; 360,000 tested, 0.83% active; AID 588458; inhibition (reported as % activation of signal), % at 10 µM; P26358; DNMT1 molecular beacon, Hinp1I cleavage, fluorescence; in the data active = inhibition above about 50%
LMPTP inh – LMPTP (human) inhibition; P24666; 360,000 tested, 0.22% active; AID 651560; inhibition, % at 20 µM; recombinant LMPTP-A, OMFP fluorogenic substrate, fluorescence intensity;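 active = compounds that cut the enzyme signal by at least half of the control window in the single-dose screen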;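 note: plate controls were DMSO wells with enzyme plus substrate for no effect and substrate without enzyme for full effect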
Target sequence (P24666 whole entry, looked up): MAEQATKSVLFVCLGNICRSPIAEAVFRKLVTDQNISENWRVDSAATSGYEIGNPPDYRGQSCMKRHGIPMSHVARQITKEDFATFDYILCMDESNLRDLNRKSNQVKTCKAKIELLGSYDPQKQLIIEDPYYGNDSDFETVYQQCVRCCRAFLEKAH
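Test system: LMPTP-A, protein tyrosine phosphatase of low molecular weight; Input: 0.625 nM enzyme; Incubation: 50 min dark incubation at room temperature; Signal: endpoint fluorescence intensity from OMFP dephosphorylation; Read-out basis: % inhibition versus control wells.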
SUMO1-SIM PPI – modulators of human SUMO1-mediated protein-protein interactions; P63165; SUMO1 binding to a labelled peptide, TR-FRET, 1 h; inhibition, % at 20 µM; 360,000 tested, 0.33% active; AID 602429; in the data active = inhibition above about 37%
Target sequence (P63165 whole entry, looked up): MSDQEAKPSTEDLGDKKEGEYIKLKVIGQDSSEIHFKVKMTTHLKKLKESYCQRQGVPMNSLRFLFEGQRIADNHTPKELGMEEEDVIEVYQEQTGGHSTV
E coli Lon inh – inhibitors of E. coli Lon protease; P0A9M0; purified E. coli Lon protease, fluorescence polarization; inhibition, % at 7.94 µM; 360,000 tested, 0.42% active; in the data active = inhibition above about 13%, passing the limit was not always enough;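 note: 0% = enzyme with probe and DMSO and 100% = no enzyme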
NRP1-CendR mod – modulators of CendR peptide binding to human neuropilin-1 | O14786 | FAM-RPARPAR peptide binding to NRP-1, fluorescence polarization | inhibition, % at 25 µM | 360,000 tested, 0.85% active | AID 602438;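 active = inhibition or corrected inhibition above about 18%, plus a signal ratio from 0.5 to 1.5, limit read from the data, passing the limit was not always enough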; note: strong numbers were not always called active
STEP inh – blocks human striatal-enriched tyrosine phosphatase. recombinant STEP, OMFP fluorogenic substrate, fluorescence. inhibition, % at 20 µM. P54829. 360,000 tested, 0.25% active;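 active = inhibition at 20 µM, scaled per plate between control wells, above about 37%, limit read from the data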;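 note: 0% = DMSO with enzyme and substrate and 100% = substrate only without enzyme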
Target sequence (P54829 whole entry, looked up): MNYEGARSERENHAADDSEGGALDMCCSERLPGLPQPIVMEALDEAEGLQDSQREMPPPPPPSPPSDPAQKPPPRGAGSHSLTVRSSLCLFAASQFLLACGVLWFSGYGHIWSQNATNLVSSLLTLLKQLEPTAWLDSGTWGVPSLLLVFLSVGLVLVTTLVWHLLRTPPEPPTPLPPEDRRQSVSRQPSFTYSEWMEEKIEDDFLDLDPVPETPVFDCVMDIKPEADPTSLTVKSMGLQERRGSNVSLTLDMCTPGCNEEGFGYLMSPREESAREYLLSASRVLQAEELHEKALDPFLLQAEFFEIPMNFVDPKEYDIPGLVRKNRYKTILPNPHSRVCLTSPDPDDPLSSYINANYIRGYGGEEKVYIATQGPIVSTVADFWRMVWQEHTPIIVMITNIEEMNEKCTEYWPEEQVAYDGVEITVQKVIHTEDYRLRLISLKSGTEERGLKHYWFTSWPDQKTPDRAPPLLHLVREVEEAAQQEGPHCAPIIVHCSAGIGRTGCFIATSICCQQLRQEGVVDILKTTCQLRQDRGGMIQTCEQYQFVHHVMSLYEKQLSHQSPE
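Assay system: isolated STEP enzyme. Buffer or medium: pH 6.0 Bis-Tris with DTT and Tween 20. Also added: fluorogenic phosphatase substrate OMFP at 25 µM final. Dosing: 20 µM, 1% DMSO. Timing: 20 min reaction, room temperature, in the dark. Measured by: fluorescence intensity, excitation 480 nm, emission 540 nm. Evaluation: normalized % inhibition.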
An asterisk follows results filed as active.

For CC1=C(C(N)=O)C(c2ccccc2)n2nc(-c3cccc(C)c3)nc2N1 (stereo not drawn) the results were Tb MetRS inh -0.9, MsrA inhibitor -0.1, bovine MsrA act 0, Scp1 inh -12, DNMT1 inh 0, LMPTP inh 0.6, SUMO1-SIM PPI 13, E coli Lon inh -2, NRP1-CendR mod 9 and STEP inh -1.
Cc1ccc(C2C(C(=O)O)c3ccccc3C(=O)N2C)c(C)c1 (stereo not drawn) was read as Tb MetRS inh 0.3, MsrA inhibitor 0.7, bovine MsrA act 1, Scp1 inh -5, DNMT1 inh -3, LMPTP inh -2.0, SUMO1-SIM PPI 2, E coli Lon inh 3, NRP1-CendR mod 3 and STEP inh 2.
CCSc1nc(=O)n(-c2ccccc2)c(C)c1C(C)=S was read as Tb MetRS inh 0.3, MsrA inhibitor 1.3, bovine MsrA act -6, Scp1 inh 0, DNMT1 inh 5, LMPTP inh -1.2, SUMO1-SIM PPI -2, E coli Lon inh 2, NRP1-CendR mod 4 and STEP inh -1.
`O=C1C(Cc2ccc(O)cc2)NC(=S)N1Cc1ccccc1` (stereo not drawn) gave Tb MetRS inh -0.3, MsrA inhibitor 0.7, bovine MsrA act -6, Scp1 inh -4, DNMT1 inh 1, LMPTP inh -2.0, SUMO1-SIM PPI 4, E coli Lon inh 8, NRP1-CendR mod 12 and STEP inh -4.
`O=C(N/N=C/c1ccc(O)c(O)c1)c1ccc(CSc2cccc3cccnc23)cc1` gave Tb MetRS inh 0.1, MsrA inhibitor 3.2, bovine MsrA act -7, Scp1 inh 10, DNMT1 inh 1, LMPTP inh 7.5, SUMO1-SIM PPI -7, E coli Lon inh 2, NRP1-CendR mod -36 and STEP inh 3.
For CN(CC(=O)Nc1ccc(F)cc1)c1ccc(S(=O)(=O)N2CCCC2)cn1 the results were Tb MetRS inh 0.5, MsrA inhibitor -1.1, bovine MsrA act -3, Scp1 inh -3, DNMT1 inh 0, LMPTP inh -0.1, SUMO1-SIM PPI 0, E coli Lon inh 5, NRP1-CendR mod -9 and STEP inh 2.
For CC(C)(C)C1CCC(OCC(O)CN2CCCC2)CC1 (stereo not drawn) the results were Tb MetRS inh -0.6, MsrA inhibitor -1.0, bovine MsrA act -3, Scp1 inh -9, DNMT1 inh 0, LMPTP inh -0.8, SUMO1-SIM PPI 0, E coli Lon inh -3, NRP1-CendR mod 3 and STEP inh 3.
CCCN1CCN(C(=O)c2nn(-c3ccc(OC)cc3)c(=O)c3c2c2ccccc2n3C)CC1 was read as Tb MetRS inh -0.6, MsrA inhibitor 0.9, bovine MsrA act -9, Scp1 inh -3, DNMT1 inh -3, LMPTP inh 0.2, SUMO1-SIM PPI -7, E coli Lon inh 1, NRP1-CendR mod 8 and STEP inh 1.
Screening CSc1nnc(Cn2c(=O)sc3ccccc32)n1-c1ccccc1 returned Tb MetRS inh 0.8, MsrA inhibitor 0.0, bovine MsrA act -1, Scp1 inh 0, DNMT1 inh -1, LMPTP inh 0.8, SUMO1-SIM PPI 14, E coli Lon inh 3, NRP1-CendR mod 18 and STEP inh -2.
For Cc1ccc(-n2nc(C(=O)NCc3ccco3)c3c4ccccc4n(C)c3c2=O)cc1 the results were Tb MetRS inh 0.1, MsrA inhibitor 1.5, bovine MsrA act -3, Scp1 inh -3, DNMT1 inh 9, LMPTP inh 2.7, SUMO1-SIM PPI -2, E coli Lon inh 8, NRP1-CendR mod 8 and STEP inh -5.
CCCCNC(=O)CCn1c(=O)c2ccccc2n(Cc2cc(C)ccc2C)c1=O was read as Tb MetRS inh -1.3, MsrA inhibitor -0.1, bovine MsrA act -10, Scp1 inh -2, DNMT1 inh 55*, LMPTP inh -1.8, SUMO1-SIM PPI -2, E coli Lon inh 5, NRP1-CendR mod 5 and STEP inh 0.
For COc1cc(OC)c(C(=O)OCC(=O)NCCC2=CCCCC2)cc1OC the results were Tb MetRS inh -0.4, MsrA inhibitor 0.0, bovine MsrA act -1, Scp1 inh -3, DNMT1 inh 0, LMPTP inh -0.9, SUMO1-SIM PPI 1, E coli Lon inh 0, NRP1-CendR mod 1 and STEP inh 6.
`O=C(Cn1cc(C(F)(F)F)cc(Cl)c1=O)NCCc1ccccc1` gave Tb MetRS inh -0.6, MsrA inhibitor 2.2, bovine MsrA act -4, Scp1 inh -2, DNMT1 inh 1, LMPTP inh -0.8, SUMO1-SIM PPI 1, E coli Lon inh -7, NRP1-CendR mod -6 and STEP inh 1.
`Cc1cccc(C(=O)NC2CCN(CC(=O)Nc3cccc(Cl)c3)CC2)c1` gave Tb MetRS inh -0.1, MsrA inhibitor -1.0, bovine MsrA act -1, DNMT1 inh -4, LMPTP inh -1.3, SUMO1-SIM PPI 3, E coli Lon inh -8, NRP1-CendR mod -2 and STEP inh 0.
`CC(=O)Nc1ccc(S(=O)(=O)N(C)CC(=O)Nc2ccccc2N2CCOCC2)cc1` gave Tb MetRS inh -0.3, MsrA inhibitor 1.5, bovine MsrA act -2, Scp1 inh -9, DNMT1 inh -3, LMPTP inh -0.3, SUMO1-SIM PPI 1, E coli Lon inh -8, NRP1-CendR mod -1 and STEP inh 0.

2 entries picked at random from the list so far, as already listed:
`O=C(N/N=C/c1ccc(O)c(O)c1)c1ccc(CSc2cccc3cccnc23)cc1` gave Tb MetRS inh 0.1, MsrA inhibitor 3.2, bovine MsrA act -7, Scp1 inh 10, DNMT1 inh 1, LMPTP inh 7.5, SUMO1-SIM PPI -7, E coli Lon inh 2, NRP1-CendR mod -36 and STEP inh 3.
For CC(C)(C)C1CCC(OCC(O)CN2CCCC2)CC1 (stereo not drawn) the results were Tb MetRS inh -0.6, MsrA inhibitor -1.0, bovine MsrA act -3, Scp1 inh -9, DNMT1 inh 0, LMPTP inh -0.8, SUMO1-SIM PPI 0, E coli Lon inh -3, NRP1-CendR mod 3 and STEP inh 3.

Later entries:
For COc1ccc(S(=O)(=O)N(C)CC(=O)NCCC2=CCCCC2)cc1C the results were Tb MetRS inh -0.4, MsrA inhibitor 0.4, bovine MsrA act -2, Scp1 inh -8, DNMT1 inh 1, LMPTP inh -1.9, SUMO1-SIM PPI -2, E coli Lon inh 0, NRP1-CendR mod 8 and STEP inh 2.
Screening COc1ccc(C(OCC(O)CNCCc2ccc(S(N)(=O)=O)cc2)c2ccc(OC)cc2)cc1 (stereo not drawn) returned Tb MetRS inh -1.0, MsrA inhibitor 0.9, bovine MsrA act -2, Scp1 inh 1, DNMT1 inh -7, LMPTP inh 1.5, SUMO1-SIM PPI -11, E coli Lon inh -2, NRP1-CendR mod -5 and STEP inh -2.
Screening Cc1c(NS(=O)(=O)c2ccc(Cl)c(C(=O)OCC(=O)NCc3ccco3)c2)c(=O)n(-c2ccccc2)n1C returned Tb MetRS inh -0.1, MsrA inhibitor 0.7, bovine MsrA act -4, Scp1 inh 2, DNMT1 inh 3, LMPTP inh 0.6, SUMO1-SIM PPI -2, E coli Lon inh 3, NRP1-CendR mod 14 and STEP inh 1.
For CN(C)c1ccc(P(=O)(Nc2cccc(C(F)(F)F)c2)N2CCOCC2)c(NC(=O)c2cccs2)c1 (stereo not drawn) the results were Tb MetRS inh 0.1, MsrA inhibitor 0.2, bovine MsrA act -5, Scp1 inh -13, DNMT1 inh -7, LMPTP inh 3.7, SUMO1-SIM PPI 6, E coli Lon inh 3, NRP1-CendR mod -5 and STEP inh 2.
For CNC(=O)N1c2ccccc2C=Cc2ccccc21 the results were Tb MetRS inh -0.8, MsrA inhibitor -0.1, bovine MsrA act -2, Scp1 inh -5, DNMT1 inh -5, LMPTP inh -0.9, SUMO1-SIM PPI -1, E coli Lon inh 3, NRP1-CendR mod 3 and STEP inh 0.
`CCCCN(CC(=O)Nc1c(C)cccc1CC)C(=O)SCC` gave Tb MetRS inh -0.2, bovine MsrA act 1, Scp1 inh -10, DNMT1 inh 1, LMPTP inh -2.2, SUMO1-SIM PPI -2, E coli Lon inh 0, NRP1-CendR mod 15 and STEP inh -1.
Screening O=C(Nc1ccccc1)N1CCC(C(=O)N2CCCC(C(F)(F)F)C2)CC1 (stereo not drawn) returned Tb MetRS inh 0.1, MsrA inhibitor 1.6, bovine MsrA act -3, Scp1 inh -2, DNMT1 inh 0, LMPTP inh 1.4, SUMO1-SIM PPI -3, E coli Lon inh -1, NRP1-CendR mod -6 and STEP inh 1.
For Cc1cc(-c2n[nH]c(=S)n2Cc2ccco2)n(C)n1 the results were Tb MetRS inh -0.2, MsrA inhibitor -1.3, bovine MsrA act 3, Scp1 inh -1, DNMT1 inh 2, LMPTP inh -1.8, SUMO1-SIM PPI 4, E coli Lon inh 11, NRP1-CendR mod -2 and STEP inh -1.
`Cc1c(C(=O)O)sc(S(=O)(=O)N2CCN(C(=O)Cc3ccccc3Cl)CC2)c1C(=O)O` gave Tb MetRS inh -0.1, MsrA inhibitor 0.7, bovine MsrA act -2, Scp1 inh 9, DNMT1 inh 5, LMPTP inh -2.8, SUMO1-SIM PPI 2, E coli Lon inh -2, NRP1-CendR mod -10 and STEP inh 0.
Screening Cc1ccc(S(=O)(=O)NC(=O)Nc2ccccc2F)cc1 returned Tb MetRS inh 0.1, MsrA inhibitor 1.9, bovine MsrA act 2, Scp1 inh 6, DNMT1 inh -2, LMPTP inh -1.0, SUMO1-SIM PPI 1, E coli Lon inh -13, NRP1-CendR mod 6 and STEP inh -2.
Screening COc1cc2c(cc1OC)-c1cc(N3CCCc4ccccc43)nc(=O)n1CC2 returned Tb MetRS inh 0.2, MsrA inhibitor 3.6, bovine MsrA act -2, Scp1 inh -6, DNMT1 inh -1, LMPTP inh -1.9, SUMO1-SIM PPI 4, E coli Lon inh 0, NRP1-CendR mod 3 and STEP inh 1.
For Cc1ccc(-c2nc3ccccc3n2C(C(=O)NC(C)(C)C)C2CC2)cc1 (stereo not drawn) the results were Tb MetRS inh -0.7, MsrA inhibitor -0.2, LMPTP inh -0.8, SUMO1-SIM PPI 6 and NRP1-CendR mod 0.
For CC(C)c1nc2n[nH]c(N)c2c2c1CSC(C)(C)C2 the results were Tb MetRS inh -1.1, MsrA inhibitor 0.6, bovine MsrA act -4, Scp1 inh 2, DNMT1 inh 0, LMPTP inh -0.2, SUMO1-SIM PPI 6, E coli Lon inh -4, NRP1-CendR mod 7 and STEP inh -11.
For O=C1NC(c2ccccc2)=C(c2nc3ccccc3s2)C(c2ccccc2)N1 (stereo not drawn) the results were Tb MetRS inh -1.1, MsrA inhibitor 2.5, bovine MsrA act -6, Scp1 inh -8, DNMT1 inh -9, LMPTP inh 2.5, SUMO1-SIM PPI 0, E coli Lon inh -10, NRP1-CendR mod 3 and STEP inh -2.
COc1ccc(C(=O)NCc2cccnc2)cc1S(=O)(=O)N1CCCc2ccccc21 was read as Tb MetRS inh -1.1, MsrA inhibitor 0.2, bovine MsrA act -12, Scp1 inh 6, DNMT1 inh 1, LMPTP inh -0.3, SUMO1-SIM PPI 0, E coli Lon inh -1, NRP1-CendR mod 1 and STEP inh 1.

An unsorted share of the library; 4.3% or so of the library scored in one or more.
